GPR7 antag = antagonists of human GPR7 (neuropeptides B/W receptor 1); P48145; GPR7-expressing cells, fluorescence antagonist assay; inhibition, % at 4.4 µM; 290,000 tested, 1.1% active; in the data active means inhibition above about 16%, passing the limit was not always enough;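 further: cells stimulated with the agonist NPW; 0% = agonist with vehicle and 100% = vehicle without agonist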
OXTR agonist = agonists of human oxytocin receptor; 320,000 tested, 0.32% active; activation, % at 3 µM; CHO-OTR cells, Fluo-8 calcium fluorescence; normalized: DMSO 0%, oxytocin 100%;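 active means activation above the mean of all tested compounds plus 3 SD, cutoff set per screening run, cut at about 20% in these data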;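 further: peak over basal fluorescence ratio from a 100 s FLIPR kinetic read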
Target sequence (P30559 whole entry, looked up): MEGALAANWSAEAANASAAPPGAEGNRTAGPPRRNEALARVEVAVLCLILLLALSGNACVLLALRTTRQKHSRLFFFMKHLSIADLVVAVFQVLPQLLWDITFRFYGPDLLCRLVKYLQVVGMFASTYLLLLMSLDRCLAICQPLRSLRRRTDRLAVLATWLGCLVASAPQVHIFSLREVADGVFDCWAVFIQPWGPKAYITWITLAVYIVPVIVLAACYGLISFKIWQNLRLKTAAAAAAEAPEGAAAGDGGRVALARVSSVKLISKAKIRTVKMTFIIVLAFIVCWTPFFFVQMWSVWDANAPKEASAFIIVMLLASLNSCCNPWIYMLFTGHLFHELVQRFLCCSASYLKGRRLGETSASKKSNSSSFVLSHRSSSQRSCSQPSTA
NALP1 yeast inh = inhibitors of NALP1 inflammasome in yeast | S. cerevisiae NALP1/ASC/caspase-1 growth, X-gal OD620, 72 h | inhibition, % at 10 µM | 280,000 tested, 0.61% active | AID 2071; in the data active means inhibition mostly above about 24%, no sharp cut-off; inactive means mostly below about 32%; further: some compounds called inactive have numbers as strong as hits
M18AAP inhibitor = PfM18AAP enzyme inhibition; AID 1822; inhibition, % at 7.35 µM; 290,000 tested, 1.2% active; recombinant PfM18AAP, H-Glu-NHMec fluorogenic cleavage;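 active means inhibition above the campaign mean inhibition over all tested compounds plus 3 SD, cut at about 28% in these data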;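 further: 0% = plate median of test compound wells and 100% = 2 mM ZnCl2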
MEKK2mut PB1 HTS = signal of MEK5 binding to mutant human MEKK2 PB1 domain | bead flow cytometry, Alexa488-MEK5 binding to MEKK2 mutant | percent response, % at 10 µM | 290,000 tested, 0.35% active | AID 1530; in the data active means percent response above about 24%, passing the limit was not always enough; further: inactives centre near 1; some results filed as inactive read as strong as hits
MEKK2 WT-MEK5 = raises or lowers MEK5 binding to wildtype human MEKK2 PB1 domain | bead flow cytometry, Alexa488-MEK5 binding to MEKK2 WT; actives lie on both sides | 290,000 tested, 1.1% active | binding response (% of control), % at 10 µM | AID 1531; in the data active means binding response below about 67% or above about 130%
OXTR potentiator = potentiates the human oxytocin receptor response; P30559; activation, % at 3 µM; CHO-OTR cells, Fluo-8 calcium fluorescence, potentiator mode; 0% = oxytocin EC15, 100% = EC100; 320,000 tested, 0.061% active;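 active means activation above that plate's cutoff, the mean activation of tested compounds plus 3 SD, cut at about 6.6% in these data, passing the limit was not always enough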;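 further: 100% uses oxytocin at 75 nM as the full agonist control; some results filed as inactive read as strong as hits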
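System: human OTR in CHO cells; Also added: sub-maximal oxytocin, roughly EC15; Timing: compound 6 min at room temperature before oxytocin, 100 s read; Technique: Fluo-8 intracellular calcium fluorescence, ex 470-495, em 515-575 nm; Controls: oxytocin EC15 low and EC100 high; Replication: singlicate.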
GalR3 antag = blocks the human galanin receptor 3. O60755. HEK293 GalR3-CNG cAMP membrane potential fluorescence; galR3 body fused to GalR1 C-terminus. inhibition, % at 3 µM. 360,000 tested, 0.44% active;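 active means inhibition above the screen-wide average plus 3 SD, cut at about 13% in these data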;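 further: forskolin and galanin both at EC90 stimulate the cells; cAMP rise reported by CNG channel membrane potential dye signal; 0% = forskolin plus galanin with DMSO and 100% = forskolin alone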
V1R ag counter = V1a receptor agonism, counter-screen for OXTR agonists; CHO-V1R cells, Fluo-8 calcium fluorescence, agonist mode; 0% DMSO, 100% 3 nM vasopressin; activation, % at 3 µM; 320,000 tested, 0.25% active;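 active means activation above the mean activation of all tested compounds plus 3 SD, per screening run, cut at about 20% in these data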;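 further: signal is peak over basal fluorescence ratio across a 100 second FLIPR read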
Target sequence (P37288 whole entry, looked up): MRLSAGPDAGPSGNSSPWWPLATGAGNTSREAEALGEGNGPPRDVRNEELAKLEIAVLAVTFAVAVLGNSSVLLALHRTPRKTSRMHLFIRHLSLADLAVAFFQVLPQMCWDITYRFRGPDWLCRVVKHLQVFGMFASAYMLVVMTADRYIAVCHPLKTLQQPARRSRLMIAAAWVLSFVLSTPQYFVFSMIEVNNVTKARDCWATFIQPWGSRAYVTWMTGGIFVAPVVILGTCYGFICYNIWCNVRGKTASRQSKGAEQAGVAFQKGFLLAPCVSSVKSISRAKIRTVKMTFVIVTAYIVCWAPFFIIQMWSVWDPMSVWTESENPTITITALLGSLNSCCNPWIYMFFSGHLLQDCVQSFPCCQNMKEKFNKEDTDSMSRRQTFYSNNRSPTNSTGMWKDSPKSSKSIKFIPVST
Numbers without * were called inactive; nt = no result given.

structure	GPR7 antag	OXTR agonist	NALP1 yeast inh	M18AAP inhibitor	MEKK2mut PB1 HTS	MEKK2 WT-MEK5	OXTR potentiator	GalR3 antag	V1R ag counter
CC(C)c1cc(CNC(=O)CCc2nnc(CCCc3ccccc3)o2)on1	7	-0.7	-23	-5	-1	97	-1	-4	0.3
Cc1ccc(-n2ncc3c(N4CCC(C(N)=O)CC4)ncnc32)c(C)c1	3	0.3	2	-17	0	99	13*	0	-0.8
CCN(CC)S(=O)(=O)c1cccc(C(=O)N[C@@H](C)c2nc3ccccc3[nH]2)c1	-14	-1.8	6	4	-5	93	-7	-2	-1.0
COc1ccccc1NC(=S)N1CCCc2ccccc21	-13	0.1	6	0	0	103	-3	1	0.3
O=C(COC(=O)Cc1ccsc1)Nc1ccc(Cl)cc1F	nt	1.2	nt	nt	nt	nt	3	-6	-0.3
CCOC(=O)Cn1cnc2c(sc3nc(C)cc(C)c32)c1=O	-3	-0.2	nt	-11	-2	101	-3	1	0.3
O=C(Nc1nc(-c2ccc(F)cc2)cs1)c1cnccn1	-8	0.9	15	0	-1	95	-8	5	0.4
O=C(C1CCN(Cc2nc(Cc3cccc(F)c3)no2)CC1)N1CCOCC1	-10	0.5	5	3	-7	99	-23	-6	0.0
C1CN(c2nc3nonc3n3nnnc23)CCO1	-18	0.4	6	5	-1	100	-7	-2	1.3
O=C(CSc1nc(=O)n(CCCN2CCOCC2)c2c1CCC2)Nc1ccc(F)cc1F	nt	-1.5	nt	nt	nt	nt	-6	-5	-0.8
CC1(C)Oc2ccc3ccc(=O)oc3c2/C(=C/Nc2ccc(O)cc2)C1=O	-10	0.6	-8	1	-2	99	-15	-6	-0.2
Cc1cc(C)c(C#N)c(SCC(=O)NN2CC(=O)N(c3ccccc3F)CC2=O)n1	-2	0.3	26	2	-1	108	-13	-10	0.6
CCOC(=O)c1cccc(NC(=O)c2cc3ccccc3o2)c1	-15	nt	-2	0	10	110	nt	-7	nt
Nc1nc(-c2ccccn2)nc(N)c1Cc1ccccc1F	3	2.3	12	-6	0	98	-9	1	1.5
OC(CNCC(c1ccco1)N1CCCCC1)c1ccccc1 (stereo unspecified)	6	-0.4	13	18	1	104	-14	-4	2.0

Brought forward from above: 2 entries, followed by the next part.
Assay codes: A = GPR7 antag; B = OXTR agonist; C = NALP1 yeast inh; D = M18AAP inhibitor; E = MEKK2mut PB1 HTS; F = MEKK2 WT-MEK5; G = OXTR potentiator; H = GalR3 antag; I = V1R ag counter
SMILES: Nc1nc(-c2ccccn2)nc(N)c1Cc1ccccc1F
  A: 3; B: 2.3; C: 12; D: -6; E: 0; F: 98; G: -9; H: 1; I: 1.5
SMILES: OC(CNCC(c1ccco1)N1CCCCC1)c1ccccc1 (stereo unspecified)
  A: 6; B: -0.4; C: 13; D: 18; E: 1; F: 104; G: -14; H: -4; I: 2.0
SMILES: CC(C)Cn1c(C(C)C)nc([N+](=O)[O-])c1Sc1ccc(Cl)cn1
  A: 1; B: -2.4; C: 0; D: -2; E: 3; F: 104; G: 2; H: -5; I: -0.3
SMILES: Cc1ccc(S(=O)(=O)N(C)C)cc1NC(=O)c1cc(C(C)(C)C)nn1Cc1ccccc1
  A: -12; B: -3.5; C: 38; D: -8; E: -3; F: 92; G: -12; H: -3; I: 0.1
SMILES: O=C(CNC(=O)c1ccco1)NCC(c1ccco1)N1CCCCC1 (stereo unspecified)
  A: nt; B: 0.7; C: nt; D: nt; E: nt; F: nt; G: -1; H: -3; I: -0.7
SMILES: COc1ccccc1NC(=O)c1ccc([N+](=O)[O-])cc1[N+](=O)[O-]
  A: -2; B: -0.3; C: -10; D: -1; E: 6; F: 104; G: -7; H: 1; I: -0.5
SMILES: CCNC(=S)N/N=C(\C)c1cccc([N+](=O)[O-])c1
  A: -5; B: -1.2; C: 21; D: -3; E: -1; F: 101; G: -5; H: -5; I: -0.1
SMILES: C/C(CC(=O)Nc1ccccn1)=N\NC(=O)C(=O)Nc1cccc(C)c1
  A: -15; B: 0.0; C: 1; D: 20; E: 3; F: 103; G: -1; H: -3; I: 1.8
SMILES: CN1CCC(N(C)C(=O)COc2ccc(S(=O)(=O)N3CCOCC3)cc2)CC1
  A: -2; B: 0.8; C: 14; D: -17; E: -13; F: 89; G: 6; H: -1; I: 0.8
SMILES: CN(CC(=O)NCCc1ccc(S(N)(=O)=O)cc1)CC(=O)Nc1ccccc1Cl
  A: nt; B: 0.6; C: nt; D: nt; E: nt; F: nt; G: -3; H: 3; I: 0.6
SMILES: O=C(OCc1ccccc1F)c1cc([N+](=O)[O-])ccc1N1CCOCC1
  A: nt; B: 0.0; C: nt; D: nt; E: nt; F: nt; G: -9; H: -3; I: -0.9
SMILES: CC(=O)c1c(-c2ccc(C)cc2)nc2c3ccccc3ccn12
  A: -10; B: -2.3; C: 0; D: 2; E: 6; F: 100; G: -7; H: 7; I: -1.1

13 entries from above in another layout.
Every second line gives: GPR7 antag	OXTR agonist	NALP1 yeast inh	M18AAP inhibitor	MEKK2mut PB1 HTS	MEKK2 WT-MEK5	OXTR potentiator	GalR3 antag	V1R ag counter
CCOC(=O)c1cccc(NC(=O)c2cc3ccccc3o2)c1
  -15	nt	-2	0	10	110	nt	-7	nt
Nc1nc(-c2ccccn2)nc(N)c1Cc1ccccc1F
  3	2.3	12	-6	0	98	-9	1	1.5
OC(CNCC(c1ccco1)N1CCCCC1)c1ccccc1 (stereo unspecified)
  6	-0.4	13	18	1	104	-14	-4	2.0
CC(C)Cn1c(C(C)C)nc([N+](=O)[O-])c1Sc1ccc(Cl)cn1
  1	-2.4	0	-2	3	104	2	-5	-0.3
Cc1ccc(S(=O)(=O)N(C)C)cc1NC(=O)c1cc(C(C)(C)C)nn1Cc1ccccc1
  -12	-3.5	38	-8	-3	92	-12	-3	0.1
O=C(CNC(=O)c1ccco1)NCC(c1ccco1)N1CCCCC1 (stereo unspecified)
  nt	0.7	nt	nt	nt	nt	-1	-3	-0.7
COc1ccccc1NC(=O)c1ccc([N+](=O)[O-])cc1[N+](=O)[O-]
  -2	-0.3	-10	-1	6	104	-7	1	-0.5
CCNC(=S)N/N=C(\C)c1cccc([N+](=O)[O-])c1
  -5	-1.2	21	-3	-1	101	-5	-5	-0.1
C/C(CC(=O)Nc1ccccn1)=N\NC(=O)C(=O)Nc1cccc(C)c1
  -15	0.0	1	20	3	103	-1	-3	1.8
CN1CCC(N(C)C(=O)COc2ccc(S(=O)(=O)N3CCOCC3)cc2)CC1
  -2	0.8	14	-17	-13	89	6	-1	0.8
CN(CC(=O)NCCc1ccc(S(N)(=O)=O)cc1)CC(=O)Nc1ccccc1Cl
  nt	0.6	nt	nt	nt	nt	-3	3	0.6
O=C(OCc1ccccc1F)c1cc([N+](=O)[O-])ccc1N1CCOCC1
  nt	0.0	nt	nt	nt	nt	-9	-3	-0.9
CC(=O)c1c(-c2ccc(C)cc2)nc2c3ccccc3ccn12
  -10	-2.3	0	2	6	100	-7	7	-1.1

Additional compounds
Assay codes: A = GPR7 antag; B = OXTR agonist; C = NALP1 yeast inh; D = M18AAP inhibitor; E = MEKK2mut PB1 HTS; F = MEKK2 WT-MEK5; G = OXTR potentiator; H = GalR3 antag; I = V1R ag counter
SMILES: COc1ccc(NC(=O)C(=O)NCCN2CCN(C(=O)c3ccc(C(C)(C)C)cc3)CC2)cc1
  A: 2; B: 0.3; C: 0; D: -8; E: 0; F: 101; G: -8; H: nt; I: 3.9
SMILES: CC(=O)Nc1nc(SCC(=O)Nc2nnc(C)s2)[nH]c(=O)c1NC(=O)c1cccs1
  A: -10; B: 1.2; C: 9; D: 9; E: 9; F: 104; G: -4; H: -4; I: 0.9
SMILES: Cc1ccccc1S(=O)(=O)Cc1ccc(C(=O)NCCCN(C)Cc2ccccc2)o1
  A: 0; B: -1.2; C: 4; D: -5; E: 12; F: 121; G: -7; H: -7; I: -0.8
SMILES: COc1ccc(OC)c(C(=O)CSc2nnc(-c3ccc(OC)c(OC)c3)o2)c1
  A: -11; B: nt; C: 28; D: 1; E: -3; F: 99; G: nt; H: nt; I: nt

Screens as filed in PubChem.

Rows were taken by chance. About 4.1% of those tested had a hit in this group.
